# TcdB inh: TcdB glycohydrolase inhibitors, primary screen, biochemical, single point, plate reader; Toxin B (Clostridioides difficile), P18177; TcdB glycohydrolase enzymatic assay; inhibition, % at 9.99 µM; 350,000 tested, 0.24% active; AID 652162, 2013; in the data active means inhibition above about 10%
# * hit, by the source's call. These rows are one share of the data; count on the stated rates, not on these rows.
SMILES,TcdB inh
C[C@@H]1CCCCO[C@@H](CN(C)C(=O)Cc2ccccc2)[C@@H](C)CN([C@@H](C)CO)C(=O)c2cc(N(C)C)ccc2O1,-22
C[C@H]1CN([C@@H](C)CO)C(=O)Cc2cc(NC(=O)c3ccncc3)ccc2O[C@@H]1CN(C)Cc1ccc2c(c1)OCO2,-0.8
C[C@H]1CN([C@@H](C)CO)C(=O)c2cccc(NS(=O)(=O)c3ccc(F)cc3)c2O[C@H]1CN(C)Cc1ccncc1,0.3
C[C@H](CO)N1C[C@H](C)[C@H](CN(C)C(=O)C2CC2)Oc2ncc(C#CCc3ccccc3)cc2C1=O,-0.1
Cc1noc(C)c1NC(=O)N(C)C[C@@H]1Oc2ccc(NC(=O)CCN3CCOCC3)cc2CC(=O)N([C@H](C)CO)C[C@H]1C,-6.4
C[C@@H]1CCCCO[C@@H](CN(C)CC2CCCCC2)[C@@H](C)CN([C@H](C)CO)C(=O)c2cc(NC(=O)CCCCCC(=O)Nc3ccccc3N)ccc2O1,0.7
CC(C)NC(=O)N(C)C[C@H]1Oc2ncc(C#CCC3CCCC3)cc2C(=O)N([C@@H](C)CO)C[C@@H]1C,1.2
C[C@H](CO)N1C[C@H](C)[C@H](CN(C)C(=O)NC2CCCCC2)Oc2ccc(NS(=O)(=O)c3cn(C)cn3)cc2C1=O,-1.1
CN(C)CC(=O)Nc1ccc2c(c1)[C@@H]1C[C@@H](CC(=O)NCCN3CCCCC3)O[C@H](CO)[C@@H]1O2,-0.3
C[C@@H]1CN([C@@H](C)CO)C(=O)c2cccc(NC(=O)c3nc4ccccc4s3)c2O[C@@H]1CN(C)S(=O)(=O)c1ccc(Cl)cc1,-0.1

# 6 entries picked at random from those above, as already listed:
SMILES,TcdB inh
C[C@@H]1CCCCO[C@@H](CN(C)C(=O)Cc2ccccc2)[C@@H](C)CN([C@@H](C)CO)C(=O)c2cc(N(C)C)ccc2O1,-22
C[C@H](CO)N1C[C@H](C)[C@H](CN(C)C(=O)NC2CCCCC2)Oc2ccc(NS(=O)(=O)c3cn(C)cn3)cc2C1=O,-1.1
C[C@@H]1CN([C@@H](C)CO)C(=O)c2cccc(NC(=O)c3nc4ccccc4s3)c2O[C@@H]1CN(C)S(=O)(=O)c1ccc(Cl)cc1,-0.1
C[C@H]1CN([C@@H](C)CO)C(=O)c2cccc(NS(=O)(=O)c3ccc(F)cc3)c2O[C@H]1CN(C)Cc1ccncc1,0.3
CN(C)CC(=O)Nc1ccc2c(c1)[C@@H]1C[C@@H](CC(=O)NCCN3CCCCC3)O[C@H](CO)[C@@H]1O2,-0.3
CC(C)NC(=O)N(C)C[C@H]1Oc2ncc(C#CCC3CCCC3)cc2C(=O)N([C@@H](C)CO)C[C@@H]1C,1.2

# More structures follow:
SMILES,TcdB inh
O=S(=O)(N[C@H]1CC[C@@H](CCn2cc(-c3ccccc3F)nn2)O[C@H]1CO)c1ccc(F)cc1,-0.4
COc1ccc(C#Cc2ccc3c(c2)[C@H]2[C@H](CCN2S(=O)(=O)c2ccccc2C)[C@H](CO)N3C)cc1,0.1
C[C@H]1CN([C@@H](C)CO)S(=O)(=O)c2ccc(C#CC3CC3)cc2O[C@@H]1CN(C)C(=O)C1CCC1,0.2
COCC#Cc1cnc2c(c1)C(=O)N([C@H](C)CO)C[C@H](C)[C@@H](CN(C)C(=O)CCN1CCCCC1)O2,1.2
CO[C@H]1CN(C)C(=O)c2cc(NC(=O)NC(C)C)ccc2OC[C@@H](C)N(C)C[C@H]1C,-0.5
O=C(C[C@@H]1CC[C@@H]2[C@H](COC[C@@H](O)CN2C(=O)Nc2cc(Cl)cc(Cl)c2)O1)NCC1CCCCC1,0.2
C[C@H](NC(=O)C[C@H]1C[C@H]2c3cc(NC(=O)C4CCC4)ccc3O[C@H]2[C@@H](CO)O1)c1ccccc1,-1.4
O=C(C1CCCC1)N1CC(=O)N2[C@@H](CO)[C@@H](c3ccc(C#Cc4cccc(F)c4)cc3)[C@@H]2C1,0.1
C[C@@H]1CN([C@H](C)CO)C(=O)c2cc(-c3cncnc3)cnc2O[C@H]1CN(C)Cc1ccc(F)cc1,-0.3
Cc1ccccc1-c1cnc2c(c1)C(=O)N([C@@H](C)CO)C[C@H](C)[C@@H](CN(C)Cc1ccncc1)O2,0.3
C[C@@H]1CN([C@@H](C)CO)C(=O)c2cccc(NC(=O)C3CCCCC3)c2O[C@H]1CN(C)C(=O)Nc1ccc2c(c1)OCO2,-1.0
CC(C)NC(=O)N(C)C[C@H]1Oc2cc(C#Cc3ccc(F)cc3)ccc2S(=O)(=O)N([C@@H](C)CO)C[C@H]1C,0.4
COc1ccc(NC(=O)N(C)C[C@H]2Oc3ccc(NC(=O)Nc4ccccc4)cc3C(=O)N([C@H](C)CO)C[C@H]2C)cc1,-0.7
C[C@@H]1CN([C@@H](C)CO)C(=O)c2c(c3ccccc3n2C)-c2ccccc2CO[C@H]1CN(C)S(=O)(=O)c1cn(C)cn1,0.2
Cc1ccc(S(=O)(=O)Nc2cccc3c2O[C@H](CN(C)CC2CC2)[C@@H](C)CN([C@@H](C)CO)C3=O)cc1,1.0
C[C@@H]1CN([C@H](C)CO)C(=O)c2cc(NS(=O)(=O)c3ccc(F)cc3)ccc2O[C@@H]1CN(C)CC1CC1,0.0
CCCC#Cc1ccc([C@H]2[C@H]3CN(C(=O)Nc4ccccc4)CC(=O)N3[C@H]2CO)cc1,-12
O=C(c1ccccn1)N1C[C@H]2[C@@H](c3ccccc31)[C@H](CO)N2C(=O)C1CCOCC1,0.8
COc1cccc(-c2ccc3c(c2)[C@@H]2[C@@H](CCN2C(=O)c2ccc(F)cc2)[C@@H](CO)N3)c1,0.6
C[C@H]1CN([C@@H](C)CO)C(=O)c2cc(C#CC3CCCCC3)cnc2O[C@@H]1CN(C)Cc1cncnc1,-0.4
C[C@H]1CN([C@@H](C)CO)C(=O)c2cccc(NS(=O)(=O)c3ccc(F)cc3)c2O[C@H]1CN(C)Cc1ccccc1,0.1
COc1ccc(S(=O)(=O)N(C)C[C@@H]2OCCCC[C@H](C)Oc3ccc(NS(=O)(=O)c4ccc(Cl)cc4)cc3C(=O)N([C@@H](C)CO)C[C@@H]2C)cc1,-1.0
COC(=O)[C@H]1N[C@H]2c3ccc(C4=CCCCC4)c(=O)n3C[C@H]2[C@@H]1CO,-0.6
CC(C)C#Cc1ccc([C@@H]2[C@H](CO)N3C(=O)CN(S(=O)(=O)c4ccccc4)C[C@@H]23)cc1,-0.4
CN1c2ccc(-c3ccccc3)cc2[C@H]2[C@H](CCN2C(=O)Cc2ccccc2)[C@H]1CO,1.5
O=C(C1CCCC1)N1CC2(C1)[C@@H](c1ccccc1)[C@@H](CO)N2Cc1nccs1,-1.4
O=C(NC[C@@H]1CC[C@H]2NC[C@H]2O1)C1CCCC1,-3.4
CCCNC(=O)N1C[C@@H](C)[C@H](OC)CN(C)C(=O)c2ccc(NS(=O)(=O)CC(F)(F)F)cc2OC[C@H]1C,2.0
O=C(c1cccc(F)c1)N1C[C@@H]2[C@H](c3ccccc31)[C@@H](CO)N2C(=O)C1CC1,-2.1
COc1ccc(S(=O)(=O)N(C)C[C@H]2Oc3ncc(C#CC4(O)CCCC4)cc3C(=O)N([C@H](C)CO)C[C@@H]2C)cc1,0.0
COc1ccc(NC(=O)Nc2ccc3c(c2)C(=O)N([C@H](C)CO)C[C@@H](C)[C@@H](CN(C)S(=O)(=O)c2ccccc2)O3)cc1,0.6
COc1ccc(NC(=O)N[C@@H]2CC[C@@H](CC(=O)NC3CCCCC3)O[C@H]2CO)cc1,0.2
C[C@@H]1CCCCO[C@H](CN(C)Cc2ccncc2)[C@H](C)CN([C@H](C)CO)C(=O)c2cc(NC(=O)C3CCCCC3)ccc2O1,-0.3
CO[C@H](CN(C)Cc1cc(F)ccc1F)[C@H](C)CN(C(=O)Nc1ccc(C(F)(F)F)cc1)[C@@H](C)CO,1.0
CN(C[C@@H]1N[C@@H](CO)[C@@H]1c1ccc(-c2cccc(F)c2)cc1)S(C)(=O)=O,0.5
COc1ccccc1C#Cc1cnc2c(c1)C(=O)N([C@@H](C)CO)C[C@H](C)[C@H](CN(C)C(=O)CC1CC1)O2,0.5
CN1[C@H](CO)[C@H]2c3ccccc3N(C(=O)Nc3cc(F)ccc3F)C[C@H]21,-0.2
CN1C(=O)c2cc(NC(=O)C3CCCC3)ccc2OC[C@@H]2O[C@@H](CC(=O)NCC3CC3)CC[C@H]21,-4.9
C[C@@H]1CN([C@@H](C)CO)C(=O)c2cc(NC(=O)Cc3ccccc3)ccc2O[C@H]1CN(C)C(=O)NC1CCCCC1,-0.3
CS(=O)(=O)N1[C@@H]2Cn3c(cccc3=O)[C@H]1[C@@H](C(=O)NCc1ccc(F)cc1)[C@@H]2CO,-0.7

# Next part; the last three above are carried over.
SMILES,TcdB inh
CN1C(=O)c2cc(NC(=O)C3CCCC3)ccc2OC[C@@H]2O[C@@H](CC(=O)NCC3CC3)CC[C@H]21,-4.9
C[C@@H]1CN([C@@H](C)CO)C(=O)c2cc(NC(=O)Cc3ccccc3)ccc2O[C@H]1CN(C)C(=O)NC1CCCCC1,-0.3
CS(=O)(=O)N1[C@@H]2Cn3c(cccc3=O)[C@H]1[C@@H](C(=O)NCc1ccc(F)cc1)[C@@H]2CO,-0.7
C[C@H](CO)N1C[C@H](C)[C@H](CN(C)C(=O)c2cccnc2)Oc2cc(-c3cccc(C#N)c3)ccc2S1(=O)=O,-0.4
CO[C@@H]1CN(C)C(=O)c2ccc(NS(=O)(=O)c3cn(C)cn3)cc2OC[C@H](C)N(C)C[C@@H]1C,0.9
CN1CCN(C(=O)C[C@@H]2CC[C@@H]3[C@H](COC[C@@H](O)CN3S(=O)(=O)c3cccc(Cl)c3)O2)CC1,-0.2
Cc1noc(C)c1NC(=O)Nc1ccc2c(c1)C(=O)N([C@@H](C)CO)C[C@@H](C)[C@H](CN(C)CC1CC1)OCCCC[C@@H](C)O2,0.3
CCCNC(=O)[C@@]1(C)c2ccccc2C(=O)N(Cc2ccc(OC(F)(F)F)cc2)[C@H]1c1ccc(CO)cc1,0.5
CCCC#Cc1cnc2c(c1)C(=O)N([C@@H](C)CO)C[C@@H](C)[C@H](CN(C)C(=O)c1cccc(F)c1)O2,1.1
Cc1ccc(S(=O)(=O)N(C)C[C@@H]2Oc3ccc(NS(=O)(=O)c4ccc(Cl)cc4)cc3C(=O)N([C@@H](C)CO)C[C@H]2C)cc1,0.8
O=C(c1ccccn1)N1CC(=O)N2[C@@H](CO)[C@@H](c3ccc(C#Cc4ccccc4)cc3)[C@@H]2C1,0.3
C[C@@H]1CN([C@@H](C)CO)S(=O)(=O)c2ccc(C#CC3(O)CCCC3)cc2O[C@H]1CN(C)C(=O)c1ccncc1,0.4
COc1cccc(-c2cnc3c(c2)C(=O)N([C@H](C)CO)C[C@H](C)[C@H](CN(C)Cc2cccc(C(F)(F)F)c2)O3)c1,-1.2
C[C@@H]1CN([C@H](C)CO)C(=O)c2cccc(N(C)C)c2O[C@@H]1CN(C)Cc1ccc(Oc2ccccc2)cc1,-1.5
CO[C@@H]1CN(C)C(=O)c2ccc(NC(=O)c3ccc(F)cc3)cc2OC[C@H](C)NC[C@@H]1C,-0.9
O=C(Cc1ccccn1)N1CCCCN2[C@H](CO)[C@@H](c3ccc(C#Cc4ccccc4)cc3)[C@H]2C1,0.7
COc1cccc(NC(=O)N(C)C[C@H]2OCc3ccccc3-c3ccccc3C(=O)N([C@H](C)CO)C[C@H]2C)c1,-0.9
Cc1ccc(S(=O)(=O)N(C)C[C@H]2Oc3c(NC(=O)c4ccncc4)cccc3C(=O)N([C@@H](C)CO)C[C@@H]2C)cc1,1.2
O=C(C[C@@H]1CC[C@@H]2[C@H](COC[C@H](O)CN2Cc2nccs2)O1)NCc1ccc(F)cc1,-0.1
C[C@@H]1CN([C@H](C)CO)C(=O)c2cccc(NC(=O)c3ccncc3)c2O[C@@H]1CN(C)C(=O)NC1CCCCC1,1.5
CCCC(=O)Nc1ccc2c(c1)C(=O)N(C)C[C@H](OC)[C@H](C)CN[C@H](C)CO2,0.4
CNC[C@@H]1Oc2ccc(NC(=O)CCN3CCOCC3)cc2CC(=O)N([C@H](C)CO)C[C@H]1C,0.3
COc1ccc(S(=O)(=O)Nc2ccc3c(c2)CC(=O)N([C@H](C)CO)C[C@H](C)[C@@H](CN(C)Cc2ccc4c(c2)OCO4)O3)cc1,0.3
Cc1ccccc1S(=O)(=O)N1CC(=O)N2[C@H](CO)[C@@H](c3ccc(C#Cc4ccccc4)cc3)[C@@H]2C1,-13
CCCNC(=O)N1[C@H](CO)[C@@H]2c3ccccc3N(C(=O)Nc3cccc(Cl)c3)C[C@@H]21,0.1
CN(C)CC(=O)N[C@@H]1C=C[C@@H](CC(=O)NCCN2CCCCC2)O[C@H]1CO,0.0
C[C@H](CO)N1C[C@H](C)[C@@H](CN(C)Cc2ccccc2)Oc2ccc(NC(=O)Nc3ccc(C(F)(F)F)cc3)cc2CC1=O,0.9
CC(C)c1cn(CC[C@H]2CC[C@@H](NC(=O)C3CCOCC3)[C@H](CO)O2)nn1,-4.1
C[C@H](CO)N1C[C@H](C)[C@@H](CN(C)S(=O)(=O)c2ccccc2)Oc2ccc(NC(=O)CCCN(C)C)cc2C1=O,-0.5
COc1ccc(NC(=O)Nc2ccc3c(c2)C(=O)N([C@@H](C)CO)C[C@@H](C)[C@H](CN(C)Cc2ccc(C(F)(F)F)cc2)OCCCC[C@H](C)O3)cc1,-0.5
C[C@@H]1CN([C@H](C)CO)C(=O)c2cc(-c3cccc(F)c3)cnc2O[C@@H]1CN(C)C(=O)C1CCOCC1,1.6
O=C1N(CCS(=O)(=O)c2ccccc2)Cc2ccccc2C[C@@]12N=C(c1ccc(OCCCO)cc1)O[C@H]2c1ccccc1,0.5
C[C@@H]1CN([C@@H](C)CO)C(=O)c2cc(NC(=O)NC3CCCCC3)ccc2O[C@@H]1CN(C)Cc1ccc(C(=O)O)cc1,-0.1
CC(=O)N1[C@H](C(=O)N2CCCCC2)[C@@H](CO)[C@@H]2Cn3c(ccc(C4=CCCCC4)c3=O)[C@@H]21,-1.0
COc1ccc(NC(=O)Nc2ccc3c(c2)CC(=O)N([C@H](C)CO)C[C@H](C)[C@H](CN(C)CC2CCCCC2)O3)cc1,0.8

# Compound activity as filed in PubChem BioAssay.
